MEKK2wt PB1 HTS – raises or lowers MEK5 binding to wildtype human MEKK2 PB1 domain | Q9Y2U5 | bead flow cytometry, Alexa488-MEK5 binding to MEKK2 WT; actives lie on both sides | 290,000 tested, 1.1% active | binding response (% of control), % at 10 µM; in the data active = binding response below about 67% or above about 130%
NS3 helicase inh – inhibitors of Hepatitis C virus NS3 helicase; NS3 helicase DNA unwinding, Cy5 molecular beacon fluorescence; inhibition, % at 10.9 µM; 290,000 tested, 0.56% active;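 active = inhibition above the mean of all tested compounds plus 3 SD, set per campaign, cut at about 35% in these data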;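 note: 0% = DMSO wells and 100% = thioflavine S control wells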
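Assay system – hepatitis C virus NS3 helicase domain fragment enzyme · Buffer or medium – MOPS pH 6.5, MgCl2, DTT, Tween20, BSA · Reagent – Cy5/quencher beacon DNA duplex and ATP to start · Compound – single 10.9 µM dose · Timing – 1 h at 25 °C · Technique – Cy5 beacon fluorescence read at start and 1 h · Measure – % inhibition of unwinding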
NALP1 yeast inh – NALP1 inhibition; S. cerevisiae NALP1/ASC/caspase-1 growth, X-gal OD620, 72 h; inhibition, % at 10 µM; 280,000 tested, 0.61% active; AID 2071; in the data active = inhibition mostly above about 24%, no sharp cut-off; inactive = mostly below about 32%; note: some compounds called inactive have numbers as strong as hits
PfM18AAP inh – blocks P. falciparum M18 aspartyl aminopeptidase. recombinant PfM18AAP, H-Glu-NHMec fluorogenic cleavage. inhibition, % at 7.35 µM. 290,000 tested, 1.2% active. AID 1822;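 active = inhibition above the campaign mean inhibition over all tested compounds plus 3 SD, cut at about 28% in these data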;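 note: 0% = plate median of test compound wells and 100% = 2 mM ZnCl2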
MEKK2 mut-MEK5 – signal of MEK5 binding to mutant human MEKK2 PB1 domain | bead flow cytometry, Alexa488-MEK5 binding to MEKK2 mutant | percent response, % at 10 µM | 290,000 tested, 0.35% active; in the data active = percent response above about 24%, passing the limit was not always enough; note: inactives centre near 1; some results filed as inactive read as strong as hits
VIM-2 inh – inhibitors of Pseudomonas aeruginosa VIM-2 metallo-beta-lactamase; purified VIM-2, nitrocefin hydrolysis, epi-absorbance fluorescence; inhibition, % at 5.6 µM; AID 1527; 290,000 tested, 0.89% active;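 active = inhibition above the mean of all tested compounds plus 3 SD, cutoff set per screening run, cut at about 7.5% in these data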;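 note: red hydrolysis product quenches plate fluorescence so inhibitors raise well fluorescence; 0% = enzyme with DMSO and 100% = DMSO without enzyme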
IMP-1 inhibitor – inhibitors of Pseudomonas aeruginosa IMP-1 metallo-beta-lactamase; purified IMP-1, nitrocefin hydrolysis, epi-absorbance fluorescence; inhibition, % at 5.6 µM; 290,000 tested, 0.45% active;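 active = inhibition above the mean plus 3 SD of all compounds in the same screening run, cut at about 4.5% in these data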;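 note: 0% = IMP-1 with DMSO and 100% = DMSO wells lacking enzyme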
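assay system = purified recombinant IMP-1 metallo-beta-lactamase enzyme | schedule = 15 min preincubation plus 25 min reaction at 25 °C | signal = Epi-absorbance fluorescence, 480 nm excitation, 530 nm emission | read-out basis = percent inhibition from optical density relative to buffer-blank wells | controls = IMP-1 with DMSO as 0%, enzyme-free DMSO as 100%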
SUMO HTRF inh – SUMOylation inhibition. P63279. HTRF SUMOylation assay, SAE1/SAE2 + UBC9, in vitro. inhibition, % at 35 µM. 290,000 tested, 0.36% active. AID 2006; in the data active = inhibition above about 50%, passing the limit was not always enough; note: strong numbers were not always called active
Target sequence (P63279 whole entry, looked up): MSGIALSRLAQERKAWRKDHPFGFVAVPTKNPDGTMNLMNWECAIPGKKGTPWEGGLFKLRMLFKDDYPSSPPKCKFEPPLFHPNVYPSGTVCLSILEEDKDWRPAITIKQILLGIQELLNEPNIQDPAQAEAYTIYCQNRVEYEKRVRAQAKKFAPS
FID counter – counter-screen for HCV NS3 helicase inhibitors: DNA intercalator displacement; 290,000 tested, 0.17% active; DNA fluorescent intercalator displacement, fluorescence; inhibition, % at 7.9 µM; in the data active = inhibition above about 37%;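 note: 0% = vehicle and 100% = reference compound; higher means more ethidium bromide displaced from hairpin DNA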
* = called active by the depositor; nt = no result given.

SMILES	NALP1 yeast inh	FID counter	MEKK2wt PB1 HTS	PfM18AAP inh	MEKK2 mut-MEK5	NS3 helicase inh	VIM-2 inh	SUMO HTRF inh	IMP-1 inhibitor
COc1ccc(NC(=O)c2sccc2-n2cccc2)cc1	1	-7	95	-15	-6	0	-0.4	-3	-2.3
CC1CCC(C(C)C)C(OC(=O)CSc2nc(N)cc(=O)[nH]2)C1 (centres undefined)	2	-32	98	-6	3	3	-0.8	-13	-2.2
Cc1cc(C)nc(N2CCN(c3nc(C)cc(C)n3)CC2)n1	24	-1	103	2	2	-11	-0.2	29	-1.9
CC(NCc1cccnc1)c1ccccc1 (centres undefined)	7	-5	103	4	11	1	-1.4	-1	-4.2
O=C(CCSc1nc(-c2ccco2)cc(C(F)(F)F)n1)N1CCCc2ccccc21	17	-27	97	6	-9	2	-5.8	3	-8.1
O=C(N/C(=C\c1ccc(Br)cc1)C(=O)N1CCOCC1)c1ccccc1Cl	-6	-48	106	-6	4	-3	-0.2	2	0.5
C=CCNC(=S)NCCCCC1NC(=S)N(CC=C)C1=O (centres undefined)	12	-3	105	-6	-1	-2	-4.0	-11	-7.5
CCN(CC)S(=O)(=O)c1ccc(Cl)c(NC(=O)COc2ccc3c(C)cc(=O)oc3c2)c1	31	4	94	9	-2	3	-0.5	9	-0.3
Cc1ccccc1OCC(=O)NNC=O	2	-4	105	5	11	-2	-1.7	8	-1.1
Oc1ccc(Nc2ncnc3scc(-c4ccccc4)c23)cc1	12	-7	103	-34	0	-1	-5.4	2	-1.6
CCN(CCO)C(=O)C(c1ccccc1)c1ccccc1	3	-1	101	0	7	-1	-1.3	-21	-0.6
COc1cccc(C(=O)NNC(=O)Cc2cccs2)c1	-15	-7	91	-2	-11	2	-4.4	-2	-3.0
COc1cccc(OC)c1C(=O)Nc1ccc2c(c1)CCCN2S(=O)(=O)c1ccc(C)cc1	21	-33	92	1	-3	-10	-1.4	-4	-2.1
COC(=O)[C@H](CC(C)C)NC(=O)Nc1ccc2c(c1)OCCO2	-13	0	102	16	5	-5	-3.1	10	-0.3
Nc1nnc(SCC(=O)Nc2nccs2)s1	12	-1	96	0	-1	3	-1.3	12	-3.0
COc1cccc(CN2CCN(C(=O)c3ccco3)CC2)c1	0	-5	103	-5	20	5	-2.6	-1	-2.5
Cc1c(C(=O)N2CCN(Cc3ccc4c(c3)OCO4)CC2)sc2ncnc(N3CCN(c4ccccc4)CC3)c12	40	-32	91	4	-13	-58	0.0	-18	-1.1
CCOc1ccc2nc(SCC(=O)NCc3ccc(OC)c(OC)c3)[nH]c2c1	-5	-15	87	0	-3	-8	-5.8	24	-3.6
Cc1ccc(C)c(NS(=O)(=O)c2ccc3c(c2)NC(=O)CO3)c1	-17	-15	94	0	-1	-1	-3.0	-4	-2.8
O=C1/C(=C\c2ccc(Br)o2)Cc2ccccc21	30	-14	91	-4	-5	19	-1.6	11	-1.2
O=C1c2ccccc2C(=O)N1CCCCN1CCN(CCCCN2C(=O)c3ccccc3C2=O)CC1	nt	22	nt	10	nt	10	7.1	nt	-0.3
COc1ccc(CCNC(=O)C2CCCN(S(=O)(=O)N3CCCCCC3)C2)cc1OC (centres undefined)	-4	-40	97	8	3	14	-3.3	4	-0.8
Cc1nnc2sc(-c3cccc(NC(=O)c4cccnc4)c3)nn12	8	-6	102	-4	5	0	7.2	14	-0.7
Cc1[nH]c2ccccc2c1CCNC(=O)c1ccc2nccnc2c1	17	3	99	-1	-1	6	0.2	0	1.0
CC1=NOC(=O)/C1=C/c1ccc(O)c(Cl)c1	-3	0	103	20	4	12	-1.3	16	-6.3
CSc1nnc(CCNC(=O)OC(C)(C)C)o1	7	-10	102	6	8	22	-3.5	9	-1.7
COc1cccc(-n2nc(C(C)=O)c(=O)[nH]c2=O)c1	12	12	97	-1	-2	-16	-1.7	17	-0.7
COc1ccc(C2CC(c3ccccc3OC(C)=O)=NN2C(C)=O)cc1 (centres undefined)	nt	-27	92	2	-4	2	-3.7	-11	-2.4
CCCCC(=O)Nc1ccc(C(=O)N2CCCC(C(=O)OCC)C2)cc1 (centres undefined)	20	-39	96	4	-1	-6	0.5	16	-2.2
O=[N+]([O-])c1ccc(/C=[N+](\[O-])CCO)o1	16	-3	80	8	5	-3	-2.3	24	-2.1

Arranged by heavy-atom count (low to high): part of the list above.
SMILES	NALP1 yeast inh	FID counter	MEKK2wt PB1 HTS	PfM18AAP inh	MEKK2 mut-MEK5	NS3 helicase inh	VIM-2 inh	SUMO HTRF inh	IMP-1 inhibitor
Cc1[nH]c2ccccc2c1CCNC(=O)c1ccc2nccnc2c1	17	3	99	-1	-1	6	0.2	0	1.0
CCOc1ccc2nc(SCC(=O)NCc3ccc(OC)c(OC)c3)[nH]c2c1	-5	-15	87	0	-3	-8	-5.8	24	-3.6
COc1cccc(OC)c1C(=O)Nc1ccc2c(c1)CCCN2S(=O)(=O)c1ccc(C)cc1	21	-33	92	1	-3	-10	-1.4	-4	-2.1

Next section:
SMILES	NALP1 yeast inh	FID counter	MEKK2wt PB1 HTS	PfM18AAP inh	MEKK2 mut-MEK5	NS3 helicase inh	VIM-2 inh	SUMO HTRF inh	IMP-1 inhibitor
Cc1n[nH]c(=O)nc1NCCc1ccccc1	2	0	101	8	-1	1	-2.6	10	-3.3
CCC(C)C(NC(N)=O)C(=O)Nc1ccc(OCc2ccccc2)cc1 (centres undefined)	nt	-9	99	-13	-3	4	-1.9	28	-1.9
CCOc1ccccc1NC(=O)NC1(C(=O)NCC2CCCO2)CCCCC1 (centres undefined)	15	-18	95	7	-2	-1	-1.3	10	-2.5
COc1cc(NS(=O)(=O)c2ccc(NC(=O)c3ccc(C)o3)cc2)nc(OC)n1	21	-14	96	-2	-4	-2	-1.0	-1	-0.6
CSC1=C(C#N)C(C)C2=C(CC(C)(C)CC2=O)N1 (centres undefined)	3	-6	102	-1	2	9	-2.7	20	-1.6
Cc1nnc(N2CCC(C(=O)NC3CCC(C)CC3)CC2)c2nn(-c3ccc(Cl)cc3)c(C)c12 (centres undefined)	27	-2	89	-4	-14	-31	1.8	19	1.5
Cc1cccc2cc(CN(CCCO)C(=O)Nc3ccc(Cl)cc3)c(=O)[nH]c12	6	-15	100	4	3	-2	-2.1	-16	-3.8
COc1cc(C(=O)Nc2cccc(-c3nncn3C)c2)cc(OC)c1OC	-1	-7	102	0	3	-2	-2.6	-4	-0.9
C=CCN(C(=O)Nc1ccc(Cl)cc1)C1CC(=O)N(c2ccc(OC)cc2)C1=O (centres undefined)	nt	1	nt	2	nt	3	0.0	3	-2.8
Cc1cc(NS(=O)(=O)c2ccc(NC(=O)COc3ccccc3C(C)(C)C)cc2)no1	3	-41	106	2	8	21	-1.8	13	-1.4
Cn1c2ccccc2n2c(=O)c(Cl)c(-c3ccccc3)c(C#N)c12	26	-2	95	-4	-3	9	-1.6	-11	-5.1
CCCN1CCN(C(=O)c2oc3ccccc3c2NC(=O)COc2ccc(OC)cc2)CC1	17	6	98	1	2	-10	-0.7	4	-3.8
O=C(O)C1CCCN(S(=O)(=O)c2ccccc2[N+](=O)[O-])C1 (centres undefined)	-13	-1	113	-3	9	-2	-1.5	16	-3.9
Cc1cccc(C)c1N1CCN(c2n[nH]c(N)n2)CC1	16	-3	106	18	8	-4	-0.4	-2	-2.4
COC(=O)CN(C#N)c1nc(NC(C)C)nc(NC(C)C)n1	8	-16	102	1	4	0	-2.6	8	-2.8
O=S(=O)(Nc1ccccn1)c1ccc(Cl)cc1	24	-1	96	-12	-3	3	1.3	29	-0.9
Nc1c2c(nn1-c1ccc(F)cc1)CSC2	8	11	94	-20	-5	5	2.7	14	0.9
CCn1cc(C(=O)NCC2CCCO2)c(=O)c2cc(S(=O)(=O)N3CCCCCC3)ccc21 (centres undefined)	-33	-20	108	-1	0	-1	-1.4	5	1.5
Cc1oc(-c2ccc3c(c2)OCCO3)cc1C(=O)NC(CCC(=O)O)C(=O)O (centres undefined)	-41	7	103	38*	2	14	-1.9	16	-4.2
O=C(COC(=O)c1ccc(S(=O)(=O)N2CCOCC2)cc1)NC1CCCC1	14	-17	98	-1	0	6	3.6	16	1.7
Cc1ccc(S(=O)(=O)N2CC=C(C(=O)NC3CCCC3)CC2)cc1	15	-21	98	3	4	10	-5.3	8	-3.2
Cc1ccc2nc(N(CCN(C)C)C(=O)c3ccc4c(c3)OCCO4)sc2c1	14	18	115	5	12	-77	-2.2	4	-2.4
COc1cccc(C(=O)Nc2cccc(C(=O)NC3=NN(c4c(Cl)cc(Cl)cc4Cl)C(=O)C3)c2)c1	1	-13	87	-1	-5	22	-4.0	64	-3.0
CCCc1ccc(Oc2cn[nH]c2-c2ccc(O)c(C)c2O)cc1	nt	-6	105	13	3	-2	-1.6	-18	-3.3
COc1ccc(C(=O)Nc2ccc3c(c2)Cc2ccccc2-3)cc1	5	5	99	4	4	-5	1.1	-10	-0.6
COc1cc(NC(=O)C2C3C=CC(C3)C2C(=O)O)c(OC)cc1Cl (centres undefined)	-4	5	98	5	0	4	-0.3	3	-3.2
COc1ccc(CC(=O)N/N=C(\C)CC(=O)Nc2ccc(N(C)C)cc2)cc1OC	10	-17	105	7	3	-1	-1.5	-18	-0.8
CCCOc1ccc(OCCCCNC(C)CC)cc1 (centres undefined)	-6	13	101	7	0	-16	-2.1	5	-1.2
CC(c1n[nH]c(=S)n1-c1ccccc1)N1CCCCC1 (centres undefined)	-22	-1	94	22	-3	4	2.6	15	-3.8
COc1ccc(/C=C/C(=O)c2ccc(OC)cc2OC)cc1	-2	-16	101	3	5	-16	0.5	2	-0.9
COc1ccc(C)cc1NC(=O)C1CCN(S(=O)(=O)c2ccc3c(c2)C(C)(C)C(=O)N3C)CC1	-3	-51	100	-3	3	-10	-1.9	15	-4.9
CCOC(=O)c1cc(-c2ccccc2)n(CCC(=O)N2CCN(c3ccc(OC)cc3)CC2)c1C	41	-32	2.0*	-1	-1	-5	-4.1	-10	0.4
Cc1nc2ccc(S(=O)(=O)N(C)CC(=O)NCc3ccc(N(C)C)cc3)cc2s1	-4	-25	97	10	1	1	-4.0	nt	-1.9
CCCCN(C)C(=O)C1CCN(Cc2ccccn2)CC1	38	6	106	-6	5	-1	1.0	11	-1.7
CC1Sc2ccc(S(=O)(=O)CCC(=O)N3CCc4ccccc43)cc2NC1=O (centres undefined)	15	-36	100	0	2	-5	-2.3	-14	-3.4
Cn1c(=O)[nH]c(=O)c2c1nc(OC(=O)c1ccccc1)n2CC(O)COc1ccccc1 (centres undefined)	-3	-27	102	1	-1	12	-2.6	13	-2.7
CCOC(=O)c1cnc2c(Cl)cc(Cl)cc2c1NCCCN1CCOCC1	18	-3	101	0	4	6	5.7	16	-2.1
CCOC(=O)c1cccc(NC(=O)CCn2c(=O)oc3ccccc32)c1	0	-23	102	-5	2	-6	-4.5	-6	-3.4
COc1cccc(NC(=O)NC2(C(F)(F)F)Oc3ccccc3O2)c1	10	9	107	67*	3	3	-1.6	-12	-5.2
O=C(CN1CCN(Cc2ccccc2)CC1)NCC1COc2ccccc2O1 (centres undefined)	-7	17	101	-1	-9	-9	-1.2	15	-1.2
